PV pol inh = poliovirus RdRp elongation inhibitors, primary screen, biochemical, fluorescence polarization, total intensity | % elongation, % (compound at 16.7 µg/mL) | 150,000 tested, 0.66% active | poliovirus polymerase elongation; active compounds read low; in the data active means % elongation below about 90%; further: some results filed as inactive read as strong as hits
Target sequence (P03300 1749-2209 limits assumed): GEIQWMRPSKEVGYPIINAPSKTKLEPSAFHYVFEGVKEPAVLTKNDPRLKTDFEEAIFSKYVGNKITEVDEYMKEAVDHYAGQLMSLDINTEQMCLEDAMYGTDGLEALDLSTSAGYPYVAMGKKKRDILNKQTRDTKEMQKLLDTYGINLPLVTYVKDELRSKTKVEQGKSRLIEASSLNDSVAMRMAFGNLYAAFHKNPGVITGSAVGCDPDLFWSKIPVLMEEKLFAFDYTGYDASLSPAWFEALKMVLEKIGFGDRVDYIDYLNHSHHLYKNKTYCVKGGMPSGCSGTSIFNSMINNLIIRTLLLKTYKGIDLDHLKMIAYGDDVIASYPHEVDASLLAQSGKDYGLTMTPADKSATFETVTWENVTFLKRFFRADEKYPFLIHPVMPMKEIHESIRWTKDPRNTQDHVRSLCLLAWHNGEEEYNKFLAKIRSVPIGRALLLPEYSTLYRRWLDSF
PV pol inh FP z-score = also measured in PV pol inh; calls as there; z-score; measured here: FP z-score; hits read low
Starred values were filed as active, the others as inactive.

SMILES	PV pol inh	PV pol inh FP z-score
O=P1(NCCCn2ccnc2)C=C(c2ccccc2)OC(c2ccccc2)=C1	102.0	0.2
COC(=O)c1cc(-c2ccc(OC)cc2)n[nH]1	100.0	0.1
S=P(N1CC1)(N1CC1)N1CC1	100.0	0.1
CCC(C)n1nccc1N (stereo not given)	106.0	0.3
COc1ccc(S(=O)(=O)N(CC(=O)NCCSc2ccc(C)cc2)c2ccc(C)cc2)cc1	107.0	0.7
CCN1C(=O)/C(=C/C=C2\N(C)c3c(ccc4cccnc34)C2(C)C)SC1=S	99.0	-0.3
Cc1ccc(N2CCN(S(=O)(=O)c3cccc4ccccc34)CC2)cc1Cl	109.0	1.3
COc1ccc(C(=O)N/N=C(\Cc2ncc[nH]2)c2ccccc2)cc1	106.0	0.2
CCN(C(=O)CCc1nc(-c2ccc(C)cc2)no1)c1cc(C)ccc1C	101.0	-1.3
Cc1cc(Oc2ccc(Cl)cc2)nc(-c2ccccn2)n1	102.0	0.4
CCc1c(C)c(C#N)c2nc3ccccc3n2c1-n1cnc2ccccc21	99.0	-0.4
COc1cccc(N2CCN(C(=O)CCCn3sc4ccccc4c3=O)CC2)c1	99.0	-1.3
Cc1ccc(-c2nnc3c4cnn(-c5ccccc5)c4ncn23)cc1	102.0	0.1
CCOc1ccc(Cl)cc1C1CC(=O)Nc2cc(OC)c(OC)c(OC)c21 (stereo not given)	105.0	-0.1
NC(=O)C1CCN(C(=O)c2ccc(NC(=O)c3nsc4ccccc34)cc2)CC1	102.0	-1.1
O=C(O)CSCC(=O)NC1CCCCNC1=O (stereo not given)	104.0	0.7
O=C(CSc1nc2ccccc2c(=O)[nH]1)c1ccc(O)cc1O	104.0	0.7
CS(=O)(=O)c1ccc(Cl)c(N)c1	103.0	-0.1
CCCN(C(=O)C(C)(C)C)c1nc(-c2ccccc2)cs1	101.0	0.3
COc1ccc2c(c1)c1c(c(=O)n(Cc3ccccc3)c(=O)n1CC(=O)Nc1ccccc1F)n2C	106.0	-0.3
O=C(OCN1C(=O)c2ccccc2C1=O)C1CCN(S(=O)(=O)c2ccc3c(c2)OCCO3)CC1	97.0	-0.3
Cc1c(C(=O)Nc2ccc(C(C)C)cc2)sc2nc3n(c(=O)c12)CCC3	98.0	-1.6
COc1ccc(CN=C(N)N=C(N)N)cc1	101.0	-0.1
COc1ccc(OC)c(C2CC(=O)Oc3c2c(=O)n(C)c2ccccc32)c1 (stereo not given)	101.0	-0.8
O=C1C=C(N2CCOCC2)C(=O)c2ccccc21	97.0	-0.8
Next entries:
SMILES	PV pol inh	PV pol inh FP z-score
CCCc1nc2sc3c(N4CCC(C)CC4)ncnc3c2c2c1CCCC2	109.0	0.7
CC(=O)Nc1nc2ccc(S(=O)(=O)N3CCOCC3)cc2s1	101.0	0.4
Cc1c(C(=O)N2CCN(c3ccccc3)CC2)oc2c1C(=O)CCC2	104.0	0.7
O=C(Cn1ncc(Cl)c(Cl)c1=O)N1CCCC1c1ccc2c(c1)OCCCO2 (stereo not given)	102.0	0
CCOc1ccc2c(c1)sc(N)[n+]2Cc1cc(C)cc2cccnc12	102.0	-0.2
COc1ccc2c(c1)c1c(c(=O)n(CCc3ccccc3)c(=O)n1Cc1cccc(C)c1)n2C	102.0	-1.4
COc1ccccc1C(=O)NCCN1CCCC1	103.0	0.4
COCc1cc(=O)[nH]c(SCC(=O)C(C)(C)C)n1	110.0	1.2
O=c1c2c3c(sc2nc2n1CCCCC2)/C(=N/O)CCC3	102.0	0
COC(=O)c1c(NC(=O)c2nc3ccccc3s2)sc2c1CCN(C(C)=O)C2	103.0	0.4
CCCCCn1c(=O)[nH]c2cc(C(=O)Nc3ccc(F)cc3)ccc2c1=O	107.0	0.7
CCN(CC)CCN1C2=C(C(=O)CC(C)(C)C2)C(c2cccc(F)c2)C2=C1CC(C)(C)CC2=O	101.0	0
Cc1ccc2c(=O)cc(C(=O)Nc3ccc(S(=O)(=O)N4CCCCCC4)cc3)oc2c1	106.0	-0.3
Cc1cccc(C)c1OCc1nc2c3cnn(-c4ccccc4Br)c3ncn2n1	111.0	-0.3
c1ccc(-c2noc(C34CC5CC(CC(C5)C3)C4)n2)cc1	98.0	-0.4
O=C(Cn1cc(C(=O)c2cccs2)c2ccccc21)Nc1ccc(Br)cc1	103.0	-0.2
Cc1ccc2c(c1)N(C(=O)Nc1cccc3c1CCCC3)CCO2	106.0	-0.1
Cc1nc(SCc2ccc(C#N)cc2)c(C#N)c(-c2ccco2)c1C(=O)N(C)C	103.0	0.3
CC(C)(C)S(=O)(=O)c1ccc(S(=O)(=O)C(C)(C)C)cc1	112.0	0.9
COc1cc(C#N)ccc1OCC(=O)N(C)CC(=O)Nc1ccc(F)cc1	106.0	0.5
COCCN1C=C(C(=O)OC)C(c2cccs2)C(C(=O)OC)=C1	110.0	0.6
Cc1cc(C(F)(F)F)nc(NCCc2ccccc2)n1	98.0	-1.6
CCc1ccc(S(=O)(=O)Nc2ccc3c(c2)n(C)c(=O)c(=O)n3C)cc1	107.0	0.4
COc1ccc(NC(=O)CCc2cc(OC)c(OC)c(OC)c2)cc1	101.0	-0.5
CC(C)N1C(=O)S/C(=C/c2ccc(Sc3nc4ccccc4[nH]3)o2)C1=O	105.0	0.8
Carrying on:
SMILES	PV pol inh	PV pol inh FP z-score
O=C1c2ccccc2C(=O)N1Cc1ccc2c(c1)OCO2	98.0	-0.8
NS(=O)(=O)c1ccc(CCNc2nccn(-c3cccc(C(F)(F)F)c3)c2=O)cc1	102.0	-0.9
CC1(C)Cc2c(c(-c3ccccc3)[nH]c(=O)c2C#N)CO1	104.0	0.7
CCOc1ccccc1C(=O)NCC(=O)Nc1ccc2c(c1)OCO2	101.0	0
Cc1ccc(Cl)cc1N1CCN(C(=O)Cn2nc(C)n3c(cc4sccc43)c2=O)CC1	105.0	-0.2
COCc1cc(C)nc2sc3c(=O)n(-c4ccccc4)nnc3c12	102.0	-0.2
O=C(NCCCc1ccccc1)Nc1c[nH]c2ccccc2c1=O	105.0	0.5
Cc1cc(C)cc(NC(=O)c2cccc(C(=O)Nc3cc(C)cc(C)c3)c2)c1	104.0	0
O=C(O)c1cccc(N2C(=O)CCC2=O)c1	101.0	0
CCOc1ccccc1N(C)S(=O)(=O)c1cccc2cccnc12	103.0	1.2
CC12CCC(C1)C(C)(C)/C2=N\O (stereo not given)	100.0	-0.2
COc1cccc(-c2nnc(SCC(=O)N3CCc4ccccc43)o2)c1	99.0	-1.6
Cc1ccc(C2=C[N+](=O)C(C)(C)C(C)(C)N2[O-])cc1	98.0	-1.3
CCOC(=O)c1ccccc1NS(C)(=O)=O	103.0	0.3
O=C(Cc1ccccc1)N/N=C/c1ccc(O)cc1	105.0	1.1
NS(=O)(=O)c1ccc(NC(=O)CSc2nc3sc4c(c3c(=O)[nH]2)CCC4)cc1	111.0	0.6
CCSc1ccccc1C(=O)Nc1cccc(OC)c1	100.0	-0.2
CCC(c1nnnn1C(C)(C)CC)N1CCN(c2ccccc2)CC1 (stereo not given)	102.0	0.1
Cc1ccc(C(=O)CSc2nnc(-c3snnc3C)n2C2CC2)cc1	103.0	-0.2
COc1ccc(NC(=O)c2cc3c([nH]c2=O)CC(c2ccccc2)CC3=O)cc1 (stereo not given)	108.0	0.4
O=C(CCCSc1nnc(-c2ccco2)n1-c1ccccc1)c1ccccc1	103.0	0
CC(=O)N1CCc2c(sc(NC(=O)c3ccc(Br)s3)c2-c2nc3ccccc3s2)C1	100.0	-0.5
CCOC(=O)CN1C(=O)N(c2ccc(C)c(C)c2)S(=O)(=O)c2ccccc21	104.0	-0.6
c1ccc(C(Cc2nc(-c3cccnc3)no2)c2ccccc2)cc1	104.0	0.5
COc1ccc(-n2nc(C(=O)NCC3CCCO3)c3c4ccccc4n(C)c3c2=O)cc1 (stereo not given)	104.0	1.1

Profiles, quoted from the list. Order of values: PV pol inh | PV pol inh FP z-score
`CC(C)(C)S(=O)(=O)c1ccc(S(=O)(=O)C(C)(C)C)cc1` reads 112.0 | 0.9
`CC(=O)Nc1nc2ccc(S(=O)(=O)N3CCOCC3)cc2s1` reads 101.0 | 0.4
`NC(=O)C1CCN(C(=O)c2ccc(NC(=O)c3nsc4ccccc34)cc2)CC1` reads 102.0 | -1.1
`O=C(CCCSc1nnc(-c2ccco2)n1-c1ccccc1)c1ccccc1` reads 103.0 | 0
`CCc1ccc(S(=O)(=O)Nc2ccc3c(c2)n(C)c(=O)c(=O)n3C)cc1` reads 107.0 | 0.4

Later entries:
SMILES	PV pol inh	PV pol inh FP z-score
Cc1cc(S(=O)(=O)NC23CC4CC(CC(C4)C2)C3)ccc1-n1cnnn1	101.0	-0.2
N#CC1=C(N)SC(N)=C(C#N)C1c1ccc(O)cc1	92.0	-2.4
NC(=O)c1cc(SC(F)(F)F)cc(SC(F)(F)F)c1	103.0	0.2
COc1ccc(-n2nc(C(=O)N(C)C)nc2-c2ccccc2)cc1	103.0	0.4
COc1cc(C(=O)OCCCN2CCCN(CCCOC(=O)c3cc(OC)c(OC)c(OC)c3)CC2)cc(OC)c1OC	103.0	0.8
O=C(CSc1oc(-c2ccccc2)nc1S(=O)(=O)c1ccc(Cl)cc1)c1ccccc1	99.0	-1.9
O=C1CCCc2cc(S(=O)(=O)N3CCCN(Cc4ccccc4Cl)C3)ccc2N1	101.0	0
Cc1ccc(Cl)cc1N1CCN(C(=O)Cn2nc(C)c3sc4ccccc4c3c2=O)CC1	113.0	1.2
CCNc1cc(N2CCN(C3CCCCC3)CC2)c2noc3c2c1C(=O)c1ccccc1-3	102.0	-0.3
COC(=O)C(C#N)C(c1cccnc1)c1c(C)[nH][nH]c1=O (stereo not given)	102.0	-0.1
CC1Cn2cc(C(=O)NCc3ccccc3)c(=O)c3c(Cl)ccc(c32)O1 (stereo not given)	103.0	0
CNS(=O)(=O)c1c(I)ccc2ccccc12	109.0	0.5
O=C(Nc1ccncc1)OCCc1ccccn1	100.0	-0.5
CCC12C=CCN3CCC4(c5ccc(OC)cc5NC4C(O)(C(=O)OC)C1OC(C)=O)C32 (stereo not given)	102.0	0.2
S=C=Nc1ccccn1	95.0	-0.3
CC(C)(C)C(=O)Nc1nc2c(s1)CN(Cc1ccccc1)CC2	112.0	1.5
O=C(OCc1cc(=O)n2nc(C3CC3)sc2n1)c1ccc(NC(=O)c2ccccc2Cl)cc1	115.0	2.2
Cc1ccc(NC(=O)Cn2cc(C(=O)C3CC3)c3ccccc32)c(C)c1	102.0	-0.4
Cc1cccc(C(=O)Nc2nnc(S(=O)(=O)N(C)Cc3ccco3)s2)c1	100.0	-2.1
CCN(C(=O)c1nn(-c2ccc(OC)c(Cl)c2)c(=O)c2c1c1ccccc1n2C)c1cccc(C(F)(F)F)c1	108.0	0.7
CCCCNC(=O)c1ccc(CS(=O)c2ccccc2C)o1 (stereo not given)	101.0	0.4
COc1cccc(CNC(=O)CN2C(=O)N(c3c(C)cccc3C)S(=O)(=O)c3ccccc32)c1OC	99.0	-1.8
O=C(CSc1nc(-c2ccccc2)no1)N1CCN(c2ccccc2)CC1	106.0	-0.1
CN(C)c1nc(C(F)(F)F)cs1	98.0	-0.4
O=c1c2ccccc2nc(SCc2ccc(Cl)cc2)n1Cc1cccs1	99.0	-0.6
(cont.)
SMILES	PV pol inh	PV pol inh FP z-score
CS(=O)(=O)N1CCc2cc(S(=O)(=O)NCc3ccccc3Cl)ccc21	106.0	-0.4
CC(C)(C)C(=O)/C=c1\s/c(=C\c2ccco2)c(=O)n1CC(=O)Nc1ccc(S(=O)(=O)N2CCOCC2)cc1	114.0	1.3
Cc1ccc(CNC(=O)c2c(-c3ccc(Br)cc3)noc2C)o1	103.0	-1
Cc1ccc(NC(=O)CSCC(=O)N2CCN(c3ncccn3)CC2)c(C)c1	112.0	0.4
CCOC(=O)C1=C(C)OC(N)=C(C(=O)OCC)C1c1ccncc1 (stereo not given)	100.0	-0.2
O=C1CNC(=O)c2ccccc2N1	101.0	0.3
COC(=O)c1ccc(-n2c(C)cc(C(=O)CC#N)c2C)cc1	105.0	0.6
S=C(NCC(c1cccnc1)N1CCOCC1)Nc1ccccc1 (stereo not given)	102.0	0.3
CNC(=O)NC(=O)CSc1ncnc2sc(-c3ccccc3)cc12	110.0	1
C[C@H](NC(=O)c1ccco1)C(=O)Nc1ccc2oc3ccccc3c2c1	108.0	0.9
COc1ccc(NC(=O)C2=CC(c3ccc4c(c3)OCO4)=NS(=O)(=O)N2C)cc1	116.0	0.5
O=C1Cc2ccccc2C(=O)N1Cc1ccccn1	85.0*	-1.9*
Cc1nn(CCCC(=O)NCc2ccccc2)c(=O)c2cc3sccc3n12	104.0	-0.8
Cn1c(N)c(C(=O)CN2CCN(S(=O)(=O)c3ccccc3C(F)(F)F)CC2)c(=O)n(C)c1=O	107.0	0.3
Brc1ccc(N=C(c2ccccc2)c2ccncc2)cc1	111.0	0.9
O=C(NCc1ccccc1)c1cccn1-c1nnc(N2CCCC2)s1	110.0	0.7
CCc1nn(CC(=O)Nc2cccc(C)c2C)c(=O)c2cc3sccc3n12	106.0	-0.1
CCCCNC(=O)N1CCN(C(c2ccccc2)c2ccccc2)CC1	103.0	0.4
CS(=O)(=O)c1ccc(-c2cccc(NC(=O)c3ccc4c(c3)OCO4)c2)nn1	104.0	0.8
Cn1ccnc1SCc1csc(Nc2ccccc2)n1	104.0	0.2
O=C(COc1ccc(-n2cnnn2)cc1)N1CCCc2ccccc21	100.0	-0.2
O=C(c1cc2ccc3cccnc3c2[nH]1)N1CCN(Cc2ccccc2)CC1	104.0	0.3
COc1ccc(S(=O)(=O)c2c(Nc3ccc(C)cc3)sc(C(=O)c3ccc(C)cc3)c2N)cc1	107.0	0.2
CCSc1nc(=O)n(Cc2cccnc2)c2c1CCC2	100.0	0
COc1cccc(NC(=O)N2CCN(C(=O)c3nsc4ccccc34)CC2)c1	109.0	0.7
CC(C)Oc1ccccc1C1C=C(C(=O)O)Nc2ncnn21 (stereo not given)	106.0	0

Structures above that contain a tert-butyl group:
SMILES	PV pol inh	PV pol inh FP z-score
CCCN(C(=O)C(C)(C)C)c1nc(-c2ccccc2)cs1	101.0	0.3
COCc1cc(=O)[nH]c(SCC(=O)C(C)(C)C)n1	110.0	1.2
CC(C)(C)S(=O)(=O)c1ccc(S(=O)(=O)C(C)(C)C)cc1	112.0	0.9
CC(C)(C)C(=O)Nc1nc2c(s1)CN(Cc1ccccc1)CC2	112.0	1.5
CC(C)(C)C(=O)/C=c1\s/c(=C\c2ccco2)c(=O)n1CC(=O)Nc1ccc(S(=O)(=O)N2CCOCC2)cc1	114.0	1.3

Screening results deposited in PubChem by ICCB-Longwood Screening Facility, Harvard Medical School.

The list is partial; rates above refer to the full screens.
